Giardia killer – Small Molecules that selectively kill Giardia lamblia: qHTS. Giardia lamblia trophozoite viability. activity change, % at 7.66 µM, hits read low. 0.15% of 340,000 active; in the data active = activity change below about -80%; inconclusive = between about -30% and that limit;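 also: parasites exposed to compound for two days anaerobically before the ATP read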
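Viability, read as ATP luminescence: trophozoites at 100 cells/well, compound added, 48 hrs anaerobic at 37 deg C, then 15-30 min room-temperature development before reading.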
KCNH2 3.1 inh – qHTS for Inhibitors of KCHN2 3.1: Mutant qHTS | Potassium voltage-gated channel subfamily H member 2, brain isoform KCNH2 3.1 (human) | U2OS KCNH2 3.1, thallium flux FluxOr; hits give low values | activity change, % (tested at about 1.8 µM) | 0.95% of 340,000 active | AID 720553, 2013;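 active = maximum activity change below -70%; inconclusive = maximum activity change from -70% to -50%; inactive = maximum activity change above -50%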;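 also: thallium influx rate constant from kinetic fluorescence after stimulation buffer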
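We transduce U2OS cells with the mutant 3.1 virus, culture them overnight, load FluxOr with Red40 quencher for 45 min, then add stimulation buffer and read kinetically for 2 min to derive a normalized rate constant.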
Eya2 inh – qHTS Assay for Inhibitors of the Phosphatase Activity of Eya2 | Protein phosphatase EYA2 (Homo sapiens), O00167 | recombinant Eya2, OMFP fluorescence dephosphorylation (OMFP is methylfluorescein phosphate) | Potency, µM (titrated, usually from 76.9 µM), for inactives: at the top dose activity, negative = inhibition, usual class: inhibitors | 0.006% of 330,000 active | AID 488837, 2010; also: potency is read from the fitted curve at half-maximal effect
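Eya2 protein (added as 0.2 uM solution) was preincubated with compound for 10 min at ambient temperature in 50 mM HEPES pH 7.5, 50 mM NaCl, 5 uM MgCl2, 0.05% BSA, 1 mM DTT. OMFP (added at 50 uM) then reacted 10 min; fluorescence read at 485/525 nm.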
USP2a block – qHTS Assay for Inhibitors of Ubiquitin-specific Protease USP2a Using CHOP2 as the Reporter; 0.01% of 330,000 active; AID 463254, 2010; USP2 core, Ub-CHOP2 coupled fluorogenic reporter, 485/531; Potency, µM (titrated, usually from 38.3 µM), inactives show at the highest dose activity change, negative = inhibition, most hits filed as inhibitors; Ubiquitin carboxyl-terminal hydrolase 2 (Homo sapiens), O75604;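 also: potency is read from the fitted curve at half-maximal effect; plate controls were DMSO wells for no effect and full inhibition by NEM control for full effect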
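USP2 core (10nM final) preincubated 30min RT with compound in 20mM Tris-HCl pH 8.0, 2mM CaCl2, 2mM beta-mercaptoethanol, 0.05% CHAPS; 25nM Ub-CHOP2 plus 25nM reporter substrate added, fluorescence (Ex485/Em531) read after 60min.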
KCNH2 WT inh – qHTS for Inhibitors of KCHN2 3.1: Wildtype qHTS; Voltage-gated inwardly rectifying potassium channel KCNH2 (Homo sapiens), Q12809; U2OS, BacMam KCNH2, thallium flux FluxOr; hits give low values; activity change, % at 1.84 µM; 0.37% of 340,000 active; AID 720551, 2013;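 active = maximum activity change below -70%; inconclusive = maximum activity change between -70% and -50%; inactive = maximum activity change above -50%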
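U2OS cells transduced with wild-type KCNH2 virus are loaded with FluxOr dye for 45 min, and thallium flux is measured in kinetic reads before and after stimulation buffer. Rate constants are normalized to DMSO controls.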
uPA generation – qHTS for Inhibitors of Cell Surface uPA Generation. cell surface uPA generation assay, qHTS. Potency, µM (top dose mostly 38.3 µM), without a hit: top-dose activity change, negative = inhibition, hits mostly inhibitors. 0.31% of 330,000 active; active = well fitted inhibition curve with a large enough effect; inconclusive = small, poorly fitted or top-dose-only effect; inactive = no such curve, though single readings can be large or run the other way; tested in mouse RAW 264.7 cells; also: potency is read from the fitted curve at half-maximal effect; nearly all actives have a fitted effect of over 55% in size
GALK inh – qHTS Assay for Inhibitors of Human Galactokinase (GALK). Purified GALK, Kinase-Glo residual ATP luminescence. 0.007% of 270,000 active. Potency, µM (highest dose often 57.5 µM), inactives show top-dose activity change, negative = inhibition, usual class: inhibitors; also: potency is read from the fitted curve at half-maximal effect
Target sequence (P51570 whole entry, looked up): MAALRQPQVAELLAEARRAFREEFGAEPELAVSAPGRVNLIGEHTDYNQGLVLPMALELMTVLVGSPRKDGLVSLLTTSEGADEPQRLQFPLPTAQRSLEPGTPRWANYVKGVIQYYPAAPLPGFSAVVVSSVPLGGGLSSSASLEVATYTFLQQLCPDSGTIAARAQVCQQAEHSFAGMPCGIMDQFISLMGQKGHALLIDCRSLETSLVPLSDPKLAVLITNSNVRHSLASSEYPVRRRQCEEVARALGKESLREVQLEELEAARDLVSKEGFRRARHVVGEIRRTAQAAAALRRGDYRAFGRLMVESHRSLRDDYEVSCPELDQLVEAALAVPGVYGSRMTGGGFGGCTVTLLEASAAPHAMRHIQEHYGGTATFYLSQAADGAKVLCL
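Quantitative HTS: GALK 5 nM, ATP 35 uM, galactose 100 uM, 1 h room temperature, then luciferase-based ATP detection.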
PKM2 act – qHTS Assay for Activators of Human Muscle isoform 2 Pyruvate Kinase; Pyruvate kinase PKM (Homo sapiens), P14618; purified PKM2, Kinase-Glo ATP luminescence, activation; response scale: 0% is enzyme alone, no compound; Potency, µM (doses to about 57.5 µM), inactives show top-dose activation, most hits filed as activators; 0.34% of 260,000 active; also: potency is read from the fitted curve at half-maximal effect; nearly all actives have a fitted effect of over 55% in size
Target sequence (P14618 whole entry, looked up, canonical isoform): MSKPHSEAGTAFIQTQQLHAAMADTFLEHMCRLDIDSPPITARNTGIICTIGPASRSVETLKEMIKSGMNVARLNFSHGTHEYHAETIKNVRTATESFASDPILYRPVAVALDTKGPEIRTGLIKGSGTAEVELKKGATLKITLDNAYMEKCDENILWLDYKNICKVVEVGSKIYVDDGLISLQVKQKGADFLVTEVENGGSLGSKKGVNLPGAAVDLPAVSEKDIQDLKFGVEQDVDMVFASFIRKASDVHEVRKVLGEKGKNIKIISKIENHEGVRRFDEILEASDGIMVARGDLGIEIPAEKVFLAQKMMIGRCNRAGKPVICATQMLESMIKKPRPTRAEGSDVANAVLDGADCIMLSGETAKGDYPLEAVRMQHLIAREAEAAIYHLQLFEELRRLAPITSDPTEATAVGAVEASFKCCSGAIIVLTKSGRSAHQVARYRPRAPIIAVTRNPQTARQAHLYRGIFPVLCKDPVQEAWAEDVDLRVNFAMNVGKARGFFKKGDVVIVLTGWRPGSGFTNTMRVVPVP
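Kinase-Glo luminescence reports ATP generated from ADP (0.1 mM) and PEP (0.5 mM) by purified hPK-M2 after 1 h at room temperature, pH 7.2 imidazole buffer; intermediate enzyme activity allows detecting inhibitors and activators.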
B2AR arrestin – qHTS assay of beta-arrestin-biased ligands of beta2-adrenergic receptor; 0.02% of 330,000 active; Beta-2 adrenergic receptor (Homo sapiens), P07550; beta-arrestin recruitment to beta2AR, cell-based reporter; Potency, µM (titrated, usually from 46.1 µM), for inactives: at the highest dose activation, most hits filed as activators;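 also: potency is read from the fitted curve at half-maximal effect; 0% = DMSO controls and full agonism = EC100 isoproterenol or metaproterenol; nearly all actives have a fitted effect of over 65% in size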
BCR signal inh – qHTS Assay to Find Inhibitors of Chronic Active B-Cell Receptor Signaling; ABC-DLBCL IkBa-CBG/CBR reporter, luminescence ratio, 4 h; Potency, µM (doses to about 46.1 µM), for the others: top-dose ratio change, negative = lower green/red ratio, hits mostly inhibitors; 0.05% of 340,000 active; active = well fitted inhibition curve with a large enough effect in the signal ratio, with a control signal flat, not every such curve was filed as active; inconclusive = small, poorly fitted or top-dose-only effect, or effect the other way, or a change in a side signal; the % refers to the signal ratio;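 also: potency is read from the fitted curve at half-maximal effect; plate controls were basal doxycycline-induced cells for no effect and cells given 10 µM MG132 for full effect; MG132 reads +100%, hits lower the ratio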
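Compounds up to 46 uM were incubated four hours with TMD8 cells whose green CBG68 luciferase is fused to IkappaBalpha; red CBR luminescence normalised the signal, and concentration-effect curves were fitted to fusion, red and ratio data.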
Coupling enz – qHTS Assay for Inhibitors of Fructose-1,6-bisphosphate Aldolase from Giardia Lamblia: Coupling assay counterscreen. coupling enzyme system counterscreen, AmpLite Red fluorescence. activity change, negative = inhibition, % at 58.2 µM, hits read low. 0.67% of 290,000 active; in the data active = activity change below about -30%
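Fluorescence at 525 nm excitation and 598 nm emission measured inhibition of the coupled detection system without aldolase. Compounds (at 57.5 uM final) were preincubated 10 min at room temperature with coupling enzyme reagent before a 20 min substrate/AmpLite Red step.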
An asterisk follows results filed as active; ? = inconclusive; . = not tested or not shown; [ ] = dose if it differs, or a comment. Unless noted, calls follow the shape of the dose curve; as a rule, active = well fitted curve in the direction sought with a large enough effect; inconclusive = small, poorly fitted or top-dose-only effect, or another doubt; inactive = no such curve, though single readings can be large; an effect the other way counts as inactive or inconclusive. Unless noted, % is scaled to controls: 0 for no effect and ±100 for the full control effect. Hits appear at their usual frequency; overall some 2.4% were active at least once.

[1] CCN1CCN(C(=O)c2cc(COc3ccc(C(C)=O)cc3OC)on2)CC1
[2] CC(=O)N/C(=C\c1ccccc1)C(=O)OCC(=O)Nc1ccc(C)c(S(=O)(=O)N(C)C)c1
[3] COc1cc(/C=C2\SC(=S)N(NS(=O)(=O)c3ccc(C)cc3)C2=O)cc(OC)c1OC
[4] NS(=O)(=O)c1cccc(NC(=O)COC(=O)/C=C/c2ccco2)c1
[5] CC(C)NC(=O)N(C)C[C@H]1Oc2ccc(NC(=O)Nc3ccccc3)cc2C(=O)N([C@@H](C)CO)C[C@@H]1C
[6] CCc1ccccc1NC(=O)c1ccc([N+](=O)[O-])s1
[7] O=C(CSc1ccc(-c2ccc(F)cc2)nn1)NCC1CCCO1 (configuration not stated)
[8] O=C(NCc1ccc(F)cc1)Nc1ccccc1
[9] CCc1ccc(C2C(C#N)=C(N)N(N(C)C)C3=C2C(=O)CCC3)s1 (configuration not stated)
[10] CC(C)CCN1CCN(Cc2cccc3cccnc23)CC1CCO (configuration not stated)

compound no.	1	2	3	4	5	6	7	8	9	10
Giardia killer	20	-12	-26	-10	-24	?	-10	3	-2	-8
KCNH2 3.1 inh	17	-18	-10	19	-145*	-7	-9	11	-7	-3
Eya2 inh	0%	-24%	-18%	4%	-11%	9%	-4%	-2%	-19%	-6%
USP2a block	4%	1%	-8%	1%	-2%	2%	0%	4%	-4%	-1%
KCNH2 WT inh	0	11	-9	2	19	2	-1	22	5	3
uPA generation	-1%	-9%	1%	3%	20%	-14%	1%	-11%	-1%	-6%
GALK inh	-2%	.	1%	-1%	.	13%	-1%	-8%	1%	2%
PKM2 act	.	.	1%	-1%	.	1%	-3%	-4%	21%	?
B2AR arrestin	-0.6%	-1.1%	-0.6%	-0.3%	-0.2%	0.0%	-0.3%	-0.6%	7.3%	0.0%
BCR signal inh	3%	?	?	1%	0%	9%	1%	1%	0%	2%
Coupling enz	2	.	17	1	.	2	3	0	-28	1

Part of the list above with just BCR signal inh and GALK inh:
| item | SMILES | BCR signal inh | GALK inh |
| --- | --- | --- | --- |
| 9 | CCc1ccc(C2C(C#N)=C(N)N(N(C)C)C3=C2C(=O)CCC3)s1 (configuration not stated) | 0% | 1% |
| 10 | CC(C)CCN1CCN(Cc2cccc3cccnc23)CC1CCO (configuration not stated) | 2% | 2% |

Gathered by group: those above with an aryl methoxy group.
[1] CCN1CCN(C(=O)c2cc(COc3ccc(C(C)=O)cc3OC)on2)CC1
[3] COc1cc(/C=C2\SC(=S)N(NS(=O)(=O)c3ccc(C)cc3)C2=O)cc(OC)c1OC

compound no.	1	3
Giardia killer	20	-26
KCNH2 3.1 inh	17	-10
Eya2 inh	0%	-18%
USP2a block	4%	-8%
KCNH2 WT inh	0	-9
uPA generation	-1%	1%
GALK inh	-2%	1%
PKM2 act	.	1%
B2AR arrestin	-0.6%	-0.6%
BCR signal inh	3%	?
Coupling enz	2	17

New compounds follow.
[11] O=C(/C=C/c1ccc(Cl)cc1)c1ccc([N+](=O)[O-])o1
[12] CCNC(=O)CP(=O)(c1ccccc1)c1ccccc1
[13] O=C(CSc1n[nH]c(-c2ccco2)n1)Nc1ccc(F)cc1
[14] CC[C@@]1(C(=O)OC)N[C@H](CN(C)C(C)=O)[C@@H]2C(=O)N(Cc3ccccc3)C(=O)[C@@H]21
[15] COc1ccccc1CC(NC(C)=O)C(=O)NC1CCN(C(=O)Nc2ccccc2C)CC1 (configuration not stated)
[16] O=C(OCc1cccc([N+](=O)[O-])c1)c1cc(=O)[nH]c2ccccc12
[17] Cc1c(C(=O)NCCC2=CCCCC2)oc2ccc(S(=O)(=O)N3CCC4(CC3)OCCO4)cc12
[18] CCOC(=O)c1cc(NC(=O)NC2CCCCC2)c(C)nc1C
[19] CC1CCCCN1CCn1cnc2c([nH]c3ccccc32)c1=O (configuration not stated)
[20] CCOC(=O)c1c(NC(=O)CN2C(=O)C(=O)N(CC(C)C)C2=O)sc(C)c1CC

compound no.	11	12	13	14	15	16	17	18	19	20
Giardia killer	-10	-3	-1	-7	5	.	29	21	10	11
KCNH2 3.1 inh	15	13	-7	-24	-2	.	-26	-2	0	1
Eya2 inh	5%	-6%	?	5%	5%	-1%	-32%	3%	0%	-10%
USP2a block	1%	3%	3%	2%	2%	2%	-8%	3%	0%	2%
KCNH2 WT inh	5	6	-7	1	-7	.	9	-11	7	3
uPA generation	?	4%	-1%	12%	-1%	.	-9%	-6%	0%	-4%
GALK inh	.	7%	3%	.	1%	-1%	4%	-2%	0%	.
PKM2 act	.	-3%	-1%	.	.	-5%	-2%	.	1%	.
B2AR arrestin	10%	0.5%	-0.6%	-1.1%	-1.0%	-0.9%	-0.2%	-1.2%	0.3%	-0.3%
BCR signal inh	-14%	5%	-7%	-1%	1%	?	-13%	7%	-1%	-9%
Coupling enz	.	1	3	.	2	1	-6	4	1	.

[21] C=CC[C@@H](CC(=O)N(CCO)Cc1ccccc1)C(=O)N[C@H](COC(=O)[C@@H](CC=C)CC(=O)OC(C)(C)C)Cc1ccccc1
[22] O=C(Nc1ccccc1)c1nccn1Cc1ccc(F)cc1
[23] Cc1ccccc1OCC(=O)OCC(=O)NCc1cccs1
[24] CN(C)Cc1c(C(=O)N/N=C/c2cccc(OCc3ccccc3)c2)nnn1-c1nonc1N
[25] CN1/C(=C/C(=S)NC(=O)C2CCC2)C(C)(C)c2ccccc21
[26] CCCCCn1c(C(C)NC(=O)CCC)nc2ccccc21 (configuration not stated)
[27] Cc1ccc(OCC(=O)NNC(=O)c2ccco2)c(C)c1
[28] COc1ccc(NS(=O)(=O)c2ccc(NC(C)=O)cc2)cc1OC
[29] COc1cc2nc(CN3C(=O)c4ccccc4C3=O)oc(=O)c2cc1OC
[30] Cc1oc(-c2ccccc2Cl)nc1CS(=O)(=O)CC(=O)NC(C)c1ccccc1 (configuration not stated)

compound no.	21	22	23	24	25	26	27	28	29	30
Giardia killer	4	0	-9	40[activator]	-4	-15	-8	-12	20	9
KCNH2 3.1 inh	-8	-3	11	8	19	-9	-4	-25	1	-10
Eya2 inh	-19%	5%	2%	-3%	-5%	-20%	6%	2%	8%	17%
USP2a block	-16%	1%	-1%	0%	1%	-1%	4%	0%	1%	1%
KCNH2 WT inh	-3	-21	-19	-2	0	4	7	25	4	-9
uPA generation	11%	-6%	4%	-27%	-8%	-10%	-3%	-3%	-3%	8%
GALK inh	.	6%	2%	-3%	-5%	1%	5%	-4%	7%	.
PKM2 act	.	-4%	0%	.	0%	0%	0%	7%	3%	-3%
B2AR arrestin	0.1%	0.0%	-0.4%	-0.3%	0.2%	0.1%	0.0%	-0.5%	0.5%	2.4%
BCR signal inh	?	-5%	1%	0%	-17%	1%	-2%	-1%	-1%	0%
Coupling enz	.	3	1	-16	1	0	4	-10	-10	-3

[31] COC(=O)c1cc(S(=O)(=O)NCCc2sccc2C)c[nH]1
[32] Cc1ccc(Cc2c(C)nc3nc(SCC(=O)NCCCN4CCCC4)nn3c2C)cc1
[33] CCOc1ccc(C(=O)NC(=S)Nc2cccnc2)cc1
[34] Cc1ccccc1NC(=O)C(C)N1C(=O)c2ccccc2C1=O (configuration not stated)
[35] COc1cc2nc(N(CCCN(C)C)C(=O)c3ccc(S(=O)(=O)N4CCc5ccccc54)cc3)sc2cc1OC

compound no.	31	32	33	34	35
Giardia killer	-2	0	7	-4	22
KCNH2 3.1 inh	-21	-3	9	-1	34
Eya2 inh	13%	13%	-11%	4%	7%
USP2a block	-1%	3%	1%	0%	-1%
KCNH2 WT inh	22	20	0	-9	6
uPA generation	-10%	-4%	-1%	-2%	-5%
GALK inh	5%	5%	2%	-9%	.
PKM2 act	.	.	11%	4%	.
B2AR arrestin	0.1%	-0.2%	-3.2%	-0.8%	0.2%
BCR signal inh	-10%	8%	3%	3%	0%
Coupling enz	.	-1	3	2	.
